12-LOX inh = Primary qHTS assay for inhibitors of human arachidonate 12S-lipoxygenase (ALOX12): Round 2 | Polyunsaturated fatty acid lipoxygenase ALOX12 (Homo sapiens), P18054 | purified 12hLO, xylenol orange hydroperoxide absorbance | Potency, µM (titrated, usually from 108 µM), for the others: at the highest dose activity change, negative = inhibition, usual class: inhibitors | 580,000 tested, 1.1% active; active means well fitted inhibition curve with a large enough effect; inconclusive means small, poorly fitted or top-dose-only effect, or another doubt; inactive means no such curve, though single readings can be large or run the other way
Target sequence (P18054 whole entry, looked up): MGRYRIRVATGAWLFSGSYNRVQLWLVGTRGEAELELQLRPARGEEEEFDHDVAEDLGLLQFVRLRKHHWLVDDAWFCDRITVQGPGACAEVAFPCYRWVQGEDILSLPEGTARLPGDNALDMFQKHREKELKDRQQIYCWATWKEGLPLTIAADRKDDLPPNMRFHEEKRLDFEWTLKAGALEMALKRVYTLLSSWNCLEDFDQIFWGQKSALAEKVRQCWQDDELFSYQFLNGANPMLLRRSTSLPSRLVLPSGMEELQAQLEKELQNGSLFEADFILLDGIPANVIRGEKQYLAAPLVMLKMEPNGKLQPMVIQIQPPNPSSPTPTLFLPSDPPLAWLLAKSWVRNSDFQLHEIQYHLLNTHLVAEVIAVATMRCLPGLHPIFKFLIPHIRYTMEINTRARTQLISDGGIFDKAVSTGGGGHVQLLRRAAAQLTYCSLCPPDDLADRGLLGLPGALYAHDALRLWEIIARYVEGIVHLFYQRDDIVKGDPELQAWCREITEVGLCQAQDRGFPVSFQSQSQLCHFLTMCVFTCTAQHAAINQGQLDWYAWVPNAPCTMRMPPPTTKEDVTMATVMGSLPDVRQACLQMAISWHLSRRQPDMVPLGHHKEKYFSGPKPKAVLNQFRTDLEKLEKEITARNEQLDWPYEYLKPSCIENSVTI
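Hydroperoxide product was detected by ferrous iron/xylenol orange as the 573 to 405 nm absorbance ratio. Arachidonic acid at 40 uM (final) was turned over for 30 min at room temperature by 150 nM human 12hLO, pH 7.0 Hepes buffer, after 15 min compound preincubation.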
An asterisk follows results filed as active; u = inconclusive; [ ] = dose if it differs, or a comment. On the % scale 0 is the no-effect control and ±100 the full control effect; potency means the concentration at half of the fitted maximal effect.

The opening two records, ahead of the listing:
SMILES | 12-LOX inh
COCC1CN(C)CC12CCN(C(=O)c1cccc(C)c1)CC2 (configuration not stated) | 8%
CN(CCc1ccccn1)c1cc(C2CC(O)C2)ncn1 (configuration not stated) | u

The listing, from the first entry:
SMILES | 12-LOX inh
COCC1CN(C)CC12CCN(C(=O)c1cccc(C)c1)CC2 (configuration not stated) | 8%
CN(CCc1ccccn1)c1cc(C2CC(O)C2)ncn1 (configuration not stated) | u
CC1(C)Cc2c(sc3c2c(=O)n(CCO)c(=O)n3CCc2ccccc2)CO1 | -42%
COC(=O)[C@@]12C[C@@H](CC(=O)N3CCC(c4ccccc4)CC3)C(=O)N(Cc3ccccc3)C1=CCC(C)(C)C2 | -9%
COc1ccc(OC)c(C2c3c(n[nH]c3C)Nc3[nH]c(=O)[nH]c(=O)c32)c1 (configuration not stated) | -11%
O=C(O)c1cc(NCc2ccccc2OCc2ccccc2)ccc1N1CCOCC1 | u
CCC1=C(C(=O)OC)C(c2ccc(C)cc2C)N2C(CC(=O)Nc3ccc(OC)cc3)=CSC2=N1 (configuration not stated) | u
O=C1NCCCCCCN(Cc2ccncc2)[C@@H]2CN(C(=O)Nc3ccccc3)CC[C@@H]12 | 43%[activator]
COc1cc(/C=C/C(=O)c2ccc(C)cc2OC)ccc1OC(F)F | -4%
CC(=O)c1ccc(OCc2ccccc2)cc1O | 32%
O=C(O)CCSC(C(=O)N1CCCCC1)c1ccccc1 (configuration not stated) | -92%
N#C/C(=C/c1ccc(C#N)cc1)C(=O)Nc1ccc(N2CCOCC2)cc1 | u
c1ccc2c(CN3CC(Oc4ccc5c(c4)OCO5)C3)cccc2c1 | -1%[6.33 µM]
COc1cccc(-c2cc(NCc3ccc(OC)cc3OC)ncn2)c1 | -21%
Cc1c(Cl)cccc1S(=O)(=O)N(Cc1nccn1C)C1CC1 | 29%
CCNC(=O)NC(=O)CSc1nc2ccccc2c(=O)n1-c1ccc(F)cc1F | 8%
COc1ccc(C(=O)N(C)Cc2ccccc2C(F)(F)F)cc1 | 47%[activator][176 µM]
CCC(CC)C(=O)Nc1ccc([C@@H](O)[C@H]2COCC(=O)N2Cc2ccccc2OC)cc1 | 48%[activator]
Fc1ccc(-c2nc(CSc3nnc4c(Cl)cc(C(F)(F)F)cn34)cs2)cc1 | -8%
CCc1nc2c(c(-c3ccc(O)cc3)n1)CN(Cc1ccc(F)cc1)CC2 | 102%
COCC1CN(C(C)=O)CC12CCN(Cc1sccc1C)CC2 (configuration not stated) | 1%
CCCSC1=C(C#N)C(c2ccc(O)cc2)CC(=O)N1 (configuration not stated) | 37%[activator]
CC(=O)c1ccc(NC(=O)Cn2c(-c3ccc(Cl)cc3)nc(C)cc2=O)cc1 | 20%
CC(C)(C)c1cc(CC2(NCc3ccc(Cl)cc3)COC2)no1 | -29%[176 µM]
CN(CCCNC(=O)CN1CC2CC(C1)[C@H]1CCCC(=O)N1C2)C1CCCCC1 (some centres not stated) | 24%
CCCNC(=O)c1c(OCC2CC2)cc(=O)n2c1CCCCC2 | 41%[activator]
Cn1ncc(N2CCCC(CC(=O)NCCc3ccccc3)C2)cc1=O (configuration not stated) | 19%
CC(C)(C)C(=O)Nc1ccc2oc(-c3ccccc3)cc(=O)c2c1 | 6%
O=C(NCc1cccnc1)C1c2ccccc2C(=O)N(Cc2ccccc2)C12CCCC2 (configuration not stated) | 66%[activator]
CS(=O)(=O)N1CCCN(Cc2ccc(C#N)cc2)CCNC(=O)CC1c1ccccc1 (configuration not stated) | 42%[activator]
Cc1cc(C)c2c(N)c(-c3ccc(C#N)cc3)sc2n1 | 4µM*
O=C(O)CCCNS(=O)(=O)c1ccc(C(=O)O)cc1 | -29%
COCCNC(=O)[C@H]1C[C@H](Oc2ccccc2)CN1Cc1ccc(OC(F)(F)F)cc1 | 34%[activator]
COCCc1noc([C@@H]2CC(F)(F)CN2C(=O)c2ccccn2)n1 | 6%
Cn1c(=O)c2c(nc(CN(Cc3ccccc3)Cc3ccccc3)n2CC(N)=O)n(C)c1=O | 0%
O=C(CSc1nnc(Nc2cccc(F)c2)s1)Nc1ccnn1C1CCCC1 | -10%
Cc1ccc(S(=O)(=O)CC(=O)Nc2cc(C(C)(C)C)no2)cc1 | u
COc1ccc2nc(C[C@@H]3C[C@@H](C(C)C)[C@H](CNCc4ccccn4)C=C3C)[nH]c2c1 | 36%[activator][176 µM]
C[C@@H](O)CNc1nccc(C2(c3ccccc3Cl)CCNCC2)n1 | -1%
NC(=O)[C@H](CC1CCCCC1)NC(=O)[C@H]1CN(C(=O)C2CCNCC2)CCN1C(=O)c1cccs1 | u
COc1cc2c(cc1OC)C(CNC(=O)c1cccc(F)c1)N(C(=O)Nc1ccc(C)cc1)CC2 (configuration not stated) | 18%
Cc1ccc(C)c(C(C)NC(=S)NCc2ccc(Cl)cc2)c1 (configuration not stated) | 32µM*
CCC(C(=O)NCc1c(C)ncc2c1CCNC2)n1cccn1 (configuration not stated) | -18%
CCCN(CCC)c1ccc(NS(=O)(=O)c2cccs2)cc1C(=O)O | u
c1cncc(-c2nc(-c3ccc(OC4CNC4)cc3)no2)c1 | -4%
O=C([C@@H]1C[C@H](Oc2cccnc2)CN1C(=O)c1cnccn1)N1CCCC1 | 32%
Cc1[nH]ncc1CNC(=O)C1CCN(c2cn[nH]c(=O)c2)C1 (configuration not stated) | 34%[activator]
O=c1c2c(ncn2Cc2ccco2)n(Cc2ccccc2)c(=O)n1CC(O)c1ccccc1 (configuration not stated) | u

Pulled by compound from the list above, six records:
SMILES | 12-LOX inh
Cc1cc(C)c2c(N)c(-c3ccc(C#N)cc3)sc2n1 | 4µM*
CCC(C(=O)NCc1c(C)ncc2c1CCNC2)n1cccn1 (configuration not stated) | -18%
O=C(O)CCSC(C(=O)N1CCCCC1)c1ccccc1 (configuration not stated) | -92%
CCC1=C(C(=O)OC)C(c2ccc(C)cc2C)N2C(CC(=O)Nc3ccc(OC)cc3)=CSC2=N1 (configuration not stated) | u
CC(=O)c1ccc(OCc2ccccc2)cc1O | 32%
Cc1ccc(C)c(C(C)NC(=S)NCc2ccc(Cl)cc2)c1 (configuration not stated) | 32µM*

Next section:
SMILES | 12-LOX inh
CCCCCCCc1ccc(-c2ccc(O)c(F)c2)nc1 | u
COC(=O)COc1ccc2c(=O)c(-c3csc(C)n3)coc2c1 | 38%[activator]
CCCCC[C@H](C)N1C[C@@H](COCc2ccccc2)Oc2cc(N3CC[C@H](O)C3)ccc2S1(=O)=O | u
COc1ccc(-c2cc(CC3(NCc4ccccc4O)COC3)no2)cc1 | 50%[activator][176 µM]
CCCCNC(=O)c1[nH]c(C2CCNCC2)nc1-c1cccc(C(F)(F)F)c1 | -7%
Cc1ccc(NC(=O)c2ccc(=O)n(CCOc3ccccc3)n2)cc1F | u
CC(C)NC(=O)C1(C)CN(S(C)(=O)=O)CC(=O)N1Cc1ccc2c(c1)OCO2 (configuration not stated) | 16%
Cc1ccccc1CN1Cc2nc(OCc3cccnc3)ccc2OCC1=O | 4%[176 µM]
CC1(C)[C@H](Cc2cc(CCO)on2)C[C@@H]1NCc1ccncc1 | 34%[activator][176 µM]
O=C(NC[C@H]1OC[C@@H](NCc2ccccc2O)[C@@H]1O)C1CCCC1 | 6%[176 µM]
CNC(=O)c1cc(=O)n(CC(=O)Nc2cccc(C#N)c2)c2ccccc12 | 6%
C=CCN1CCN(C(=O)/C=C/c2ccccc2)CC1 | 3%

Part of the list above in order of molecular weight, lowest first.
SMILES | 12-LOX inh
CCCCCCCc1ccc(-c2ccc(O)c(F)c2)nc1 | u
COC(=O)COc1ccc2c(=O)c(-c3csc(C)n3)coc2c1 | 38%[activator]
O=C(NC[C@H]1OC[C@@H](NCc2ccccc2O)[C@@H]1O)C1CCCC1 | 6%[176 µM]
CCCCNC(=O)c1[nH]c(C2CCNCC2)nc1-c1cccc(C(F)(F)F)c1 | -7%

Later entries.
SMILES | 12-LOX inh
N#Cc1ccccc1COC(=O)c1ccccc1NCCO | u
CC(=O)N1CCC(c2nnc3n2CCNC3)CC1 | u
CC1(C)C(c2ccccc2)=[N+]([O-])C(c2ccc(Cl)cc2Cl)N1O (configuration not stated) | -19%
COc1ccc2c(CC(=O)OCC(=O)c3ccccc3)coc2c1 | u
O=C(Cc1cccs1)NC1CCSC1=O (configuration not stated) | u
CCCCN1C(C(C)=O)=C(OC(=O)c2ccc(C)cc2)c2ccccc2S1(=O)=O | -29%
COc1ccc(-n2ccc(-c3sc(NCc4cc(OC)c5c(c4)OCO5)nc3C)n2)cc1 | 8%
CC1(COc2ccccc2)COc2ccc(C(=O)NCc3ccco3)cc2N1 (configuration not stated) | 3%[176 µM]
CC1(C(=O)N2C[C@@H](Oc3ccccc3)C[C@H]2C(=O)NC2CC2)CCCCC1 | -8%
Cc1cccc(C)c1NC(=O)Cn1c(=O)cc(C(=O)N2CCCCC2)c2ccccc21 | 34%
COc1cccc(C(C(=O)NCc2ccccc2)N2CCN(CCN3CCOCC3)CC2)c1OC (configuration not stated) | 13%
Nc1ccc(-c2ccc(OCCn3ccnc3)cc2)cn1 | 16%
COC(=O)c1ccc(CNC(=O)COC(=O)c2cc3ccccc3oc2=O)cc1 | 27%
COc1cccc(CN2CCn3c(nn(-c4ccncc4)c3=O)C2)c1 | -2%
O=S1(=O)CC(N2CCN(Cc3ccccc3F)CC2)CN1Cc1cn(Cc2ccc(C(F)(F)F)cc2)nn1 (configuration not stated) | 40µM*
Cc1cnc(CNc2ncnc3ccc(-c4ccc(C(=O)N(C)C)cc4)cc23)cn1 | -24%
COc1ccc2[nH]c3c(c2c1)CCNC31CCN(C(=O)C2CCCC2)CC1 | 2%
Fc1ccc(NC2CCCN(Cc3ccc(C#Cc4cncnc4)cc3)C2)cc1F (configuration not stated) | 4%
CC(C)CCNC(=O)C1(C)CN(S(=O)(=O)c2ccccc2)CC(=O)N1c1ccc2c(c1)OCO2 (configuration not stated) | 5%
c1ccc(-c2cnc([C@@H]3COCCN3Cc3cccnc3)[nH]2)cc1 | 25%[176 µM]
CN1CC(=O)N(c2ccc(Cl)cc2)Cc2c(NCc3cccs3)ncnc21 | 49%[activator]
CC(C)N1C(=O)CO[C@H](c2ccc(NC(=O)C3CCOCC3)cc2)[C@H]1CO | 33%[activator][176 µM]
C=CCNC(=O)N1CCC(O)(c2csc(CN3CC[C@@H](O)C3)n2)CC1 | 22%[176 µM]
Cc1ccnc(Nc2nc(C)c3ccccc3n2)n1 | 36%
O=C(COc1ccccc1)NC1CCCc2c1[nH]c1ccccc21 (configuration not stated) | u
COCCN1Cc2ccc(Nc3ccc(OC)cc3)nc2C(C)(C(=O)NC2COC2)C1 (configuration not stated) | -15%[176 µM]
Cc1cccc(NC(=O)N2CCC(CCOc3ccc(F)cc3)C2)c1 (configuration not stated) | -7%
O=C(CSc1ncnc2nc[nH]c12)NCCc1ccc(Cl)cc1 | -1%
COC(=O)c1ccc(/C=C2\CCc3cc(OC)ccc3C2=O)cc1 | -2%
Cc1ccsc1C(=O)NC1CCCN(c2cc(-c3ccccc3)[nH]n2)C1 (configuration not stated) | 35%[activator]
CC(=O)N1CCN(C(=O)C[C@@H]2c3nc(NC(=O)c4cccs4)sc3C[C@@H]3[C@](C)(CO)[C@H](O)CC[C@]32C)CC1 | -2%
Cc1ccsc1C(=O)N1CCC2(CC1)N=C(c1cccc(Br)c1)NO2 | -9%
O=C(NCCC1=CCCCC1)C1CCN(c2cnc3nccnc3c2)CC1 | 35%
Cc1ccc(-c2noc(-c3nc(Cc4ccccc4)no3)n2)cc1 | 31%
C[C@H]1CCCN1C(=O)c1nnc(COc2ccc3cccnc3c2)n1-c1cccnc1 | 16%[176 µM]
Cc1ccccc1C(=O)NC1CCCN(c2cc(-c3ccccc3)[nH]n2)C1 (configuration not stated) | 54%[activator]
C[C@H]1Cn2cnc(C(=O)N3CCN(c4ccccc4)CC3)c2C(=O)N1 | 46%[activator]
CC(=O)N1CC2(Cc3ccccc31)CN(C(=O)c1ccc(F)cc1)C2 | 33%[activator][176 µM]
COc1cccc(C2Cn3nnc(-c4nc(-c5ccc(C)c(C)c5)no4)c3CO2)c1 (configuration not stated) | 43%[activator]
CC1CCc2sc(C(=O)OCC(=O)N3CCC(c4ccccc4)=N3)cc2C1 (configuration not stated) | 21%
C[C@@H](NC(=O)[C@@H]1CCCN1C(=O)[C@@H]1CCCN1)c1ccccc1 | u
O=C(N/N=C/c1ccccc1Cl)c1cccs1 | -1%
O=C(CN1CCN(c2ccc(O)cc2)CC1)N(Cc1cccs1)C1CCS(=O)(=O)C1 (configuration not stated) | u
CCOc1ccc(NC(=O)Cc2nc(-c3ccccc3)oc2C)cc1OC | 34%[activator]
Cc1ccc(C)c(CN2CCc3nc(N(C)Cc4cccnc4)[nH]c(=O)c3CC2)c1 | 4%
O=C(NC1CCCc2ccccc21)c1cc(-c2ccncc2)nc2ccc(Cl)cc12 (configuration not stated) | 19%
O=C(NCCC(=O)N1CCCC1)C1CCCCC1 | 5%
O=C(NCC(=O)N1CCN(CCOc2ccccc2)CC1)c1ccc(N2CCCC2=O)cc1 | -8%
C[C@H](c1ccccc1)N1C[C@H](COCc2ccccc2)Oc2cc(N3CC[C@H](O)C3)ccc2S1(=O)=O | -25%
CC1(C(=O)NCc2ccccc2)Cn2c(ccc2-c2ccco2)C(=O)N1Cc1ccccc1 (configuration not stated) | -2%

Source: PubChem BioAssay (National Center for Advancing Translational Sciences (NCATS))

Only part of the results is shown, so the mix of outcomes need not match the whole.
